Screens deposited in PubChem by National Center for Advancing Translational Sciences (NCATS).
HADH2 inhib: qHTS Assay for Inhibitors of HADH2 (Hydroxyacyl-Coenzyme A Dehydrogenase, Type II) | 3.4% of 73,000 active | recombinant HADH2, NADH fluorescence, beta-hydroxybutyryl-CoA | 3-hydroxyacyl-CoA dehydrogenase type-2 (Homo sapiens), Q99714 | AID 886, 2007 | Potency, µM (series often up to 57.1 µM), inactives show top-dose activity change, negative = inhibition, actives largely listed as inhibitors; note: potency is the fitted concentration of half-maximal effect; % is set by controls: 0 for no effect and ±100 for the full control effect; nearly all actives have a fitted effect of over 60% in size; many of its hits are not listed in these tables
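Buffer 100 mM Tris-HCl pH 9.0/0.01% Tween-20; HADH2 20 nM; NAD+ 1 mM; beta-hydroxybutyryl-CoA 90 uM (all final). 15 min cpd preincubation, RT.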
BRCT PPI green: qHTS Assay for Inhibitors of BRCT-Phosphoprotein Interaction (Green Fluorophore); Breast cancer type 1 susceptibility protein (Homo sapiens), P38398; BRCA1 BRCT-phosphopeptide binding, green fluorescence polarization; Potency, µM (highest dose often 76.9 µM), for the others: top-dose activity change, negative = inhibition, most hits filed as inhibitors; 0.05% of 75,000 active; AID 875, 2007;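 note: potency is the fitted concentration of half-maximal effect; plate controls were peptide without protein for full effect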
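Fluorescence polarization: His-tagged BRCT (~35 kDa BRCA1 C-terminus, 250 nM) bound to 100 nM fluorescein-labeled phosphorylated 10-aa BACH1 peptide, pH 7.3 phosphate buffer with DTT and Tween 20. Compounds incubated 12 min at room temperature; inhibition read as lowered polarization.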
BRCT PPI red: qHTS Assay for Inhibitors of BRCT-Phosphoprotein Interaction (Red Fluorophore) | Breast cancer type 1 susceptibility protein (Homo sapiens), P38398 | BRCT-phosphopeptide binding, red fluorescence polarization | AID 892, 2007 | Potency, µM (top dose mostly 76.9 µM), inactives show top-dose activity change, negative = inhibition, usual class: inhibitors | 0.03% of 75,000 active; note: % is set by controls: 0 for no effect and ±100 for the full control effect
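Rhodamine-labelled pBACH1 10-mer (100 nM) bound to BRCT domain (100 nM) at pH 7.3; compounds incubated 12 min room temperature, polarization read. Free peptide defines full inhibition; unlabelled decapeptide titrated as control.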
Pol III holo inh: qHTS Assay for Inhibitors of DNA Polymerase III Holoenzyme System; Potency, µM (top dose mostly 57.1 µM), for the others: top-dose activity change, negative = inhibition; reconstituted DNA polymerase III holoenzyme replication, biochemical; AID 603, 2007; 0.25% of 71,000 active; note: potency is the fitted concentration of half-maximal effect; % is set by controls: 0 for no effect and ±100 for the full control effect
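Reconstituted *E. coli* holoenzyme (0.35 nM Pol III, 1 nM beta, 154 nM SSB, 2 nM primase) was preincubated with compound for 15 min at RT. Synthesis on 1.4 nM ssM13Gori ran 35 min, then was stopped with PicoGreen/EDTA and read as dsDNA fluorescence.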
Tau fil binding: qHTS Assay for Tau Filament Binding | Microtubule-associated protein tau (Homo sapiens), P10636 | recombinant tau filaments, thioflavin S fluorescence, 15 h; filaments grown with octadecylsulfate alongside compound | Potency, µM (doses to about 57.1 µM), for the others: at the highest dose activity change, negative = inhibition | 2% of 71,000 active | AID 596, 2007;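 note: potency is the fitted concentration of half-maximal effect; % is set by controls: 0 for no effect and ±100 for the full control effect; actives lower thioflavin S fluorescence by blocking filaments or displacing dye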
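His-tagged recombinant human tau (exons 2, 3 and 10 included), 1 uM, was induced to fibrillize by 30 uM sodium octadecylsulfate with compound present. After 15 h at 37 C, thioflavine S fluorescence (ex 450, em 510 nm) was read.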
HEK293 cAMP ctrl: qHTS Assay for Agonists of the Thyroid Stimulating Hormone Receptor: Activators of Intracellular cAMP Concentrations in Parental HEK 293 | parental HEK293 CNG cAMP sensor, membrane potential fluorescence | Potency, µM (top dose mostly 57.1 µM), without a hit: at the highest dose activation, most hits filed as activators | AID 938, 2007 | 2.5% of 73,000 active; note: potency is the fitted concentration of half-maximal effect; % of control where 0% means no effect; nearly all actives have a fitted effect of over 55% in size
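Parental HEK 293 cells stably expressing a cAMP-gated CNG channel were loaded with membrane potential dye containing 100 uM RO 20-1724 for 60 min. Compound added for 30 min; depolarization read as fluorescence intensity at 590 nm.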
USP2a inh: qHTS Assay for Inhibitors of Ubiquitin-specific Protease USP2a. Ubiquitin carboxyl-terminal hydrolase 2 (Homo sapiens), O75604. USP2a enzymatic assay, qHTS inhibition. Potency, µM (series often up to 38.3 µM), for inactives: at the highest dose activity change, negative = inhibition, most hits filed as inhibitors. 0.1% of 60,000 active;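 note: potency is the fitted concentration of half-maximal effect; nearly all actives have a fitted effect of over 60% in size; plate controls were DMSO for no effect and NEM full inhibition control for full effect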
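Inhibition is measured in a cell-free coupled assay with 20 nM USP2 core, 20 nM Ub-PLA2 and 20 uM NBD C6-HPC, 2.5 h incubation. Activity normalized to NEM control.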
Casp1 inh: qHTS Assay for Allosteric/Competitive Inhibitors of Caspase-1. AID 900, 2007. P29466. Potency, µM (titrated, usually from 57.5 µM), for inactives: at the top dose activity change, negative = inhibition, most hits filed as inhibitors. Caspase-1 enzyme, Ac-WEHD-AFC fluorogenic rate. 0.03% of 75,000 active;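 note: potency is the fitted concentration of half-maximal effect; plate controls were vehicle for no effect and no substrate for full effect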
15-hLO inh: qHTS Assay for Inhibitors of 15-hLO (15-human lipoxygenase); Polyunsaturated fatty acid lipoxygenase ALOX15 (Homo sapiens), P16050; purified 15hLO-1, xylenol orange hydroperoxide absorbance; Potency, µM (doses to about 57.1 µM), for the others: at the highest dose activity change, negative = inhibition, actives largely listed as inhibitors; 1.4% of 74,000 active; AID 887, 2007; note: potency is the fitted concentration of half-maximal effect; % is set by controls: 0 for no effect and ±100 for the full control effect; nearly all actives have a fitted effect of over 55% in size
Target sequence (P16050 whole entry, looked up): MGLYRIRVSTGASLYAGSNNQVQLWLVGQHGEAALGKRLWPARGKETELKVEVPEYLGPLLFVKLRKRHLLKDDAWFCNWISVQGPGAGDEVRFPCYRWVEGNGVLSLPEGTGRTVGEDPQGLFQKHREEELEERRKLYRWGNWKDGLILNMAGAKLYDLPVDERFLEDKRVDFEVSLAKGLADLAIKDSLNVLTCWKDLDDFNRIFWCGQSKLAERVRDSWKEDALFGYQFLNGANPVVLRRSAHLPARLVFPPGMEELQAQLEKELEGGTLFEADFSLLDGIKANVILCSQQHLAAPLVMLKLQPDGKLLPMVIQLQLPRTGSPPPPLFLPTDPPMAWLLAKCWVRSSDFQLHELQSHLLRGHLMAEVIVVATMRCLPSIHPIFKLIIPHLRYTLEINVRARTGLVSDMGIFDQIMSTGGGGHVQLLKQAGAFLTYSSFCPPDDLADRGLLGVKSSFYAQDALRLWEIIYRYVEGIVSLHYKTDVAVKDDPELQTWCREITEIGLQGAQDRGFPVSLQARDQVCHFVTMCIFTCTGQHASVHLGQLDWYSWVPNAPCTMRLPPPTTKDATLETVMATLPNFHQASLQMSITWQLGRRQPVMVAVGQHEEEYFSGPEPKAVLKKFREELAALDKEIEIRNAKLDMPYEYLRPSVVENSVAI
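Hydroperoxide formed from arachidonic acid (50 uM) by purified human 15hLO-1 (40 nM) oxidizes ferrous iron, and the ferric-xylenol orange complex is read at 573 versus 405 nm. Compounds were preincubated 15 min; reaction ran 6 min at room temperature.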
Rhodamine fluor: qHTS Assay for Spectroscopic Profiling in Rhodamine Spectral Region; Rhodamine-region fluorescence, 547/598 nm, Tris buffer; stronger effect = higher value; max dye-equivalent concentration, M; 0.05% of 59,000 active; in the data active = max dye-equivalent concentration above about 11 nM; inconclusive = between about 1.1 nM and that limit
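qHTS spectral profiling of compounds without any target or enzyme present, in pH 8.0 Tris buffer; plates were read after a 15-minute room-temperature incubation using the rhodamine-region filter set.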
Caspase-7 inhib: qHTS Assay for Allosteric/Competitive Inhibitors of Caspase-7. recombinant caspase-7, Ac-DEVD-AFC fluorescence rate. Potency, µM (titrated, usually from 57.5 µM), for the others: at the highest dose activity change, negative = inhibition, most hits filed as inhibitors. 0.02% of 75,000 active. P55210. AID 889, 2007; active = well fitted inhibition curve with a large enough effect in the main read-out, with a control signal flat, not every such curve was filed as active; inconclusive = small, poorly fitted or top-dose-only effect, or a change in a side signal; note: potency is the fitted concentration of half-maximal effect; % of control where 0% means no effect
Target sequence (P55210 24-198 limits assumed): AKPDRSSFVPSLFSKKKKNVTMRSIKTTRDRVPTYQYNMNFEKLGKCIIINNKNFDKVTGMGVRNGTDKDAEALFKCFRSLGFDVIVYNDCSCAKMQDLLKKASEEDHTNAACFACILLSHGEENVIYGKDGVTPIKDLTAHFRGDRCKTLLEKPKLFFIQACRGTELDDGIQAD
Target sequence (P55210 207-303 limits assumed): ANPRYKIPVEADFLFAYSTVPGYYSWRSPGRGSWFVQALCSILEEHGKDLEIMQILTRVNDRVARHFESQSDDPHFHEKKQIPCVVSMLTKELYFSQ
Starred values were filed as active, the others as inactive; i = inactive; ? = inconclusive; · = not tested or not shown; & = joins results of further samples; [ ] = another dose, or the depositor's remark. Unless noted, calls come from the whole dose curve; as a rule, active = well fitted curve in the direction sought with a large enough effect; inconclusive = small, poorly fitted or top-dose-only effect, or another doubt; inactive = no such curve, though single readings can be large; an effect the other way counts as inactive or inconclusive.

SMILES | HADH2 inhib | BRCT PPI green | BRCT PPI red | Pol III holo inh | Tau fil binding | HEK293 cAMP ctrl | USP2a inh | Casp1 inh | 15-hLO inh | Rhodamine fluor | Caspase-7 inhib
Cc1ccc(CN2CCC(C(=O)NCCC(C)C)CC2)o1 | -3% | 2.9% | -0.9% | 0% | -14% | 5% | · | 0% | 18% | i | 1%
O=C(NCC1CCCO1)C1c2ccccc2C(=O)N1Cc1ccc2c(c1)OCO2 (stereo not drawn) | -3% | -2.5% | -0.7% | -2% | -1% | 2% | -2% | 2% | 1% | i | -1%
COc1ccc(-c2nn(-c3ccccc3)cc2C(=O)N2CCOCC2)cc1 | 10% | 0.1% | -1.0% | 1% | 0% | -4% | 7% | 1% | 1% | i | 1%
COc1cc(C(=O)Nc2ccc(-c3nc4cc(C)ccc4o3)c(O)c2)cc(OC)c1OC | 25µM* | -0.9% | 1.0% | 2% | 83% | 12% | 19% | 0% | 11% | i | 1%
CCC1Oc2ccccc2N(CC(=O)NCCN2C(C)CCCC2C)C1=O (stereo not drawn) | -1% | -1.4% | 2.3% | -8% | -7% | 4% | -8% | -2% | 2% | i | 0%
COc1ccc(Cl)cc1S(=O)(=O)N1CCN(CC(=O)C(C)(C)C)CC1 | 1% | -0.7% | -1.1% | -2% | 4% | -3% | 5% | 1% | 15% | i | 0%
Cn1c(Cn2c(=O)sc3ccccc32)nnc1SCc1ccc(F)cc1 | -1% | -1.9% | 0.9% | -10% | 20% | 11% | · | -2% | 6% | · | 0%
O=C(CSc1ccc2nnc(-c3ccc(Cl)cc3)n2n1)N1CCN(c2ccccc2)CC1 | -7% | -1.2% | 1.1% | -8% | -7% | 6% | · | -1% | 0% | · | 2%
Cc1ccc(Oc2ccc(OCC(=O)NC(C)C(=O)O)cc2)cc1 (stereo not drawn) | 0% | 3.9% | 2.7% | -6% | -3% | -6% | 7% | 0% | 2% | i | 0%
CCCCCCc1c(C[C@H](N)C(=O)O)o[nH]c1=O | 5%&0% | -0.4%&-2.7% | 1.2%&-0.3% | -4%&-15% | ? | 2%&-1% | · | 1%&-14% | -4%&-7%[25.6 µM] | · | 1%&1%
CC(C)C(O)(C(C)C)C(C)C | 11%[11.4 µM] | 0.2%[15.4 µM] | -1.2%[15.4 µM] | -10%[11.4 µM] | -5%[11.4 µM] | -3%[11.4 µM] | · | 0%[11.5 µM] | 0%[11.4 µM] | i | 4%[11.5 µM]
O=S1(=O)C=C(Sc2nc3cc(Cl)ccc3o2)c2ccccc21 | ? | 6.9% | 4.8% | -5% | -1% | 7% | 26% | -2% | -11% | i | -2%
CCNc1sc(C(=O)c2cccs2)c(N)c1-c1nc2ccccc2s1 | -3% | 2.1% | 1.4% | 2% | 13µM* | -23% | 10% | -9% | ? | i | ?
COc1ccc(Cc2nnc(SCC(=O)Nc3ncc(C)s3)o2)cc1 | 14% | -1.9% | -0.9% | -4% | 7% | ? | 5% | -1% | 7% | i | 1%
CCC(C)NC(=O)c1ccccc1C(=O)NC(C)CC (stereo not drawn) | 6% | -1.7% | -2.1% | -3% | 3% | 9% | 5% | 0% | 1% | i | 0%
Nc1ccc(S(N)(=O)=O)cc1 | 3% | -2.4% | 0.4% | -4% | 2% | 5% | -8% | -1% | 1% | i | 2%
COc1cc(S(=O)(=O)N2CCC(O)(c3cccc(C(F)(F)F)c3)CC2)ccc1-n1cnnn1 | -18% | 1.5% | -3.2% | -1% | -20% | -13% | · | -1% | -1% | i | 1%
O=C(Nc1c(F)cc(F)cc1Br)c1cccnc1 | 1% | -0.2% | 0.2% | -5% | -6% | 5% | -6% | 1% | -2% | i | 1%
COc1ccc(N2C(=O)C3CCCN3C2c2cccc(OC)c2OC)cc1 (stereo not drawn) | 16% | -2.6% | 0.6% | 3% | 8% | 8% | · | -1% | 4% | · | 1%
COc1ccc(C(=O)CSc2nnc(CNC(=O)c3ccc(OC)c(OC)c3)n2C)cc1 | -27% | 1.1% | -3.6% | -7% | 4% | -2% | 9% | 0% | -3% | i | 0%
CCC1(C)CC(CC(=O)O)(c2ccccc2OC)CCO1 (stereo not drawn) | 6% | 0.1% | 1.0% | -7% | -2% | -3% | 2% | 5% | 0% | · | 0%
CCOC(=O)N1CCC(NC(=O)CCC(=O)N2CCOc3ccc(C)cc32)CC1 | 11% | 0.0% | -0.2% | -11% | 10% | 8% | 11% | 0% | 3% | i | 1%
Cn1ncc2c(Nc3ccc(-c4ccccc4)cc3)ncnc21 | -22% | -0.7% | -0.4% | -6% | 11% | -10% | 14% | 1% | 5% | i | -2%
Cc1cc(C(F)(F)F)nn1Cc1ccc(C(=O)NCc2ccco2)o1 | 3% | -0.9% | -0.5% | 1% | -10% | 2% | 14% | -1% | 7% | i | 0%
Cc1cc(O)c(-c2cc(C(=O)Nc3ccc(S(=O)(=O)N4CCOCC4)cc3)[nH]n2)cc1C | 26% | -0.8% | -0.2% | -11% | 418% | -12% | 43%[activator] | 0% | ? | i | -9%

Remaining list, next part
SMILES | HADH2 inhib | BRCT PPI green | BRCT PPI red | Pol III holo inh | Tau fil binding | HEK293 cAMP ctrl | USP2a inh | Casp1 inh | 15-hLO inh | Rhodamine fluor | Caspase-7 inhib
CC(NC(=O)C(NC(=O)C1CCCN1C(=O)OC(C)(C)C)C(C)C)C(N)=O (stereo not drawn) | -10% | 0.0% | 1.8% | -5% | -7% | 2% | · | 0% | 7% | i | 1%
COc1ccccc1CNC(=O)C1CCCN(S(=O)(=O)c2c(C)[nH]c(=O)[nH]c2=O)C1 (stereo not drawn) | 5% | -4.1% | 0.2% | -6% | 17% | 14% | 3% | 2% | 7% | i | 0%
O=C(CCN1C(=O)c2ccccc2S1(=O)=O)Nc1ccc2c(c1)OCCO2 | 5% | -1.7% | 1.5% | 1% | 11% | -4% | -2% | -1% | 2% | i | 0%
COc1cccc(OCCOc2c(OC)cccc2OC)c1 | -1% | -3.8% | -0.2% | -3% | -3% | 20% | 13% | -3% | 7% | i | -4%
CSc1nnc2n(CCc3ccccc3)c(=O)c3c4c(sc3n12)CCCC4 | 2% | -1.0% | 1.6% | 5% | -3% | 7% | -12% | -1% | 7% | i | -2%
COc1ccccc1-c1c(NC(=O)c2ccco2)n(-c2ccccc2)nc(C)c1=O | -8% | -5.2% | -0.9% | 4% | 0% | 10% | 1% | 1% | 3% | i | -2%
CCOC(=O)c1c(C)[nH]c(C(=O)COC(=O)c2ccc(F)c(S(=O)(=O)N3CCOCC3)c2)c1C | 26% | -2.3% | -0.6% | -3% | -4% | -2% | 19% | -3% | 2% | i | -2%

Only part of the results is shown; the hit share may differ from the screen's.
